Compound activity: PubChem, National Center for Advancing Translational Sciences (NCATS)
Pol beta inh – qHTS Assay for Inhibitors of DNA Polymerase Beta. P06746. Pol beta primer extension/strand displacement, fluorescence kinetic. Potency, µM (doses to about 114 µM), for the others: at the top dose activity change, negative = inhibition, actives largely listed as inhibitors. actives 1.3% (n = 340,000). AID 485314, 2010; further: potency means the concentration at half of the fitted maximal effect; on the % scale 0 is the no-effect control and ±100 the full control effect
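Homogeneous kinetic assay of primer extension and strand displacement by 10 nM Pol beta, preincubated 15 min at room temperature with compound before 50 nM substrate (final) was added. Read at 0 and 10 min; four-parameter Hill fit.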
Pol iota inh – qHTS for Inhibitors of Polymerase Iota | DNA polymerase iota (Homo sapiens), Q9UNA4 | Pol iota fluorescent replication assay, 10 min | Potency, µM (titrated, usually from 115 µM), inactives show at the top dose activity, negative = inhibition, actives largely listed as inhibitors | actives 1% (n = 390,000) | AID 588590, 2011; further: potency means the concentration at half of the fitted maximal effect
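Fluorescent replication assay read twice, at 0 min and 10 min after adding 50 nM (final) substrate. Enzyme (10 nM) and compounds were first incubated 15 min at room temperature; enzyme-free buffer wells were negative controls.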
Anesthetic bind – qHTS Assay for Identification of Novel General Anesthetics. apoferritin/1-aminoanthracene competitive binding, fluorescence. Ferritin light chain (Equus caballus), P02791. AID 485281, 2010. actives 0.074% (n = 350,000). Potency, µM (doses to about 77.5 µM), for inactives: top-dose activity change, negative = displacement, most hits filed as inhibitors; further: potency means the concentration at half of the fitted maximal effect; on the % scale 0 is the no-effect control and ±100 the full control effect; nearly all actives have a fitted effect of over 20% in size
Target sequence (P02791 2-175 limits assumed): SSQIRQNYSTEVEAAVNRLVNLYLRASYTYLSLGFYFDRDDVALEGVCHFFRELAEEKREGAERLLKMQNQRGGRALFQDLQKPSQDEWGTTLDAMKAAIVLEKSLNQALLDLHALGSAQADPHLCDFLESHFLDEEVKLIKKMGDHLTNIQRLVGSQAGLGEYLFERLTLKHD
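Read-out: endpoint 1-AMA fluorescence, excitation 380 nm and emission 535 nm, after compounds sit 10 min at room temperature with 10 uM horse-spleen apoferritin in 50% saturated 1-AMA/PBS. Values come from four-parameter Hill fits.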
Tb PGK inh – qHTS Assay to Find Inhibitors of Phosphoglycerate Kinase; PGK/GAPDH coupled, Kinase-Glo luminescence, 60 min; actives 0.043% (n = 380,000); Phosphoglycerate kinase, glycosomal (Trypanosoma brucei brucei), P07378; Potency, µM (top dose mostly 57.5 µM), without a hit: at the highest dose activity change, negative = inhibition, usual class: inhibitors; further: potency means the concentration at half of the fitted maximal effect; on the % scale 0 is the no-effect control and ±100 the full control effect; nearly all actives have a fitted effect of over 60% in size
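Recombinant glycosomal PGK reaction used 1,3-bisphosphoglycerate generated in-well by GAPDH (100nM final) in 100mM TEA pH 7.6, 5mM MgCl2, 0.01% Tween-20. After 60 minutes at room temperature, ATP was read by Kinase-Glo Plus luminescence end-point.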
Pol eta inh – qHTS for Inhibitors of Polymerase Eta; actives 1.2% (n = 390,000); Potency, µM (highest dose often 114 µM), for the others: at the highest dose activity change, negative = inhibition, hits mostly inhibitors; DNA polymerase eta (Homo sapiens), Q9Y253; recombinant Pol eta, fluorescent DNA replication assay; further: potency means the concentration at half of the fitted maximal effect; on the % scale 0 is the no-effect control and ±100 the full control effect
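Pol eta (10 nM) was preincubated with compounds for 15 min at room temperature, after which fluorescent replication substrate (50 nM final) was added to start the reaction. Fluorescence was read kinetically at 0 and 10 min.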
POLK inh – qHTS for Inhibitors of Polymerase Kappa. DNA polymerase kappa (Homo sapiens), Q9UBT6. purified Pol kappa, fluorescent DNA synthesis assay, 10 min. Potency, µM (doses to about 107 µM), without a hit: at the top dose activity, negative = inhibition, most hits filed as inhibitors. AID 588579, 2011. actives 0.53% (n = 400,000); further: potency means the concentration at half of the fitted maximal effect; on the % scale 0 is the no-effect control and ±100 the full control effect
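Readout: fluorescence, taken kinetically at 0 and 10 min. Conditions: 10 nM Pol kappa, 15 min RT compound preincubation, 50 nM substrate final. Controls: enzyme-free buffer wells.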
RXFP1 antag – qHTS Assay for Antagonists of the Relaxin Receptor RXFP1; AID 1259400, 2018; activity change, negative = inhibition, % at 57.5 µM; actives 0.59% (n = 350,000); HEK293-RXFP1, relaxin-stimulated cAMP HTRF, 30 min; stronger effect = lower value;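 active means activity change of -60% or lower, but not beyond a set lower limit; inconclusive means change between -60% and -40%, or beyond the set limit; inactive means change above -40%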; further: on the % scale 0 is the no-effect control and ±100 the full control effect
Target sequence (Q9HBX9 whole entry, looked up): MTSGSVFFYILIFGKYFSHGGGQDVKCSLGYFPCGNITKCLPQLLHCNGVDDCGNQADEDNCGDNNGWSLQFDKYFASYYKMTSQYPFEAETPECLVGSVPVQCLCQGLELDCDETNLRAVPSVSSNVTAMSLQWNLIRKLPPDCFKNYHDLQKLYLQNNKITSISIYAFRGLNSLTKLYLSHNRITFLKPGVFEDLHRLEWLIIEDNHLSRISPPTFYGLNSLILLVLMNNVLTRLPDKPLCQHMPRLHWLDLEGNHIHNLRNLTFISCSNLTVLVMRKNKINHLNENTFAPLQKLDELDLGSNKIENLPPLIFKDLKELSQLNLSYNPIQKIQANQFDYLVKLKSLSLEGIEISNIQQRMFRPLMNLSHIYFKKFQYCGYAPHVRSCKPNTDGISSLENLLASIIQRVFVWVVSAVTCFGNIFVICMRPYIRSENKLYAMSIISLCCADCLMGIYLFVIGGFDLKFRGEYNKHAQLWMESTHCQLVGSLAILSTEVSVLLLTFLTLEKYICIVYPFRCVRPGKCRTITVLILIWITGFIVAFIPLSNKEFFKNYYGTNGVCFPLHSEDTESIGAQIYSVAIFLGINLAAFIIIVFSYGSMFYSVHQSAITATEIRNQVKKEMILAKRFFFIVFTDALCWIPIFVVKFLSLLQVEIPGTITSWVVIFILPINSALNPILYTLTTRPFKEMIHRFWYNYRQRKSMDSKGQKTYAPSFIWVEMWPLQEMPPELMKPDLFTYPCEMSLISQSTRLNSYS
APEX1 inh – qHTS Assay for Inhibitors of the Human Apurinic/apyrimidinic Endonuclease 1 (APE1); recombinant APE1, TAMRA/BHQ-2 abasic DNA cleavage fluorescence; Potency, µM (titrated, usually from 65.8 µM), inactives show at the highest dose activity change, negative = inhibition, usual class: inhibitors; actives 0.35% (n = 350,000); AID 2517, 2012;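 further: potency means the concentration at half of the fitted maximal effect; plate controls were vehicle for no effect and reference inhibitor for full effect; nearly all actives have a fitted effect of over 55% in size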
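Step 1: APE1 (0.75 nM) with compound, 15 min RT. Step 2: add 50 nM fluorophore/quencher THF duplex. Step 3: three fluorescence reads 60 s apart (525/598 nm); read 3 minus read 1 = reaction progress.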
BLM helicase inh – qHTS Assay for Inhibitors of Bloom's syndrome helicase (BLM) | RecQ-like DNA helicase BLM (Homo sapiens), P54132 | recombinant BLM DNA unwinding, fluorescence dequenching | Potency, µM (highest dose often 56.1 µM), for inactives: top-dose activity change, negative = inhibition, usual class: inhibitors | actives 0.2% (n = 350,000) | AID 2528, 2010;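 further: potency means the concentration at half of the fitted maximal effect; plate controls were vehicle for no effect and no enzyme for full effect; nearly all actives have a fitted effect of over 35% in size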
* = called active by the depositor; i = inactive; ? = inconclusive; . = not tested or not shown; & = joins results of further samples; [ ] = another dose, or the depositor's remark. Unless noted, the call rests on the fitted dose curve; in most records, active means well fitted curve in the direction sought with a large enough effect; inconclusive means small, poorly fitted or top-dose-only effect, or another doubt; inactive means no such curve, though single readings can be large; an effect the other way counts as inactive or inconclusive. This is a subset; rates above refer to the full screens.

SMILES	Pol beta inh	Pol iota inh	Anesthetic bind	Tb PGK inh	Pol eta inh	POLK inh	RXFP1 antag	APEX1 inh	BLM helicase inh
CCc1nnc(NC(=O)CSc2nnc(-c3ccoc3C)n2CC(C)C)s1	-2%	4%	-22%	-6%	-13%	-13%	-4	2%	-11%
c1ccc(Sc2ccccn2)cc1	.	-12%	.	i	-3%	2%	-7	.	.
COC(=O)c1c(N)sc2c1CC(C)(C)OC2	15%	?	-15%	-7%	-16%	-8%	3	-6%	-9%
COc1cc(C2C(C#N)=C(N)Oc3n[nH]c(-c4ccccn4)c32)cc(OC)c1OC (stereo not drawn)	-7%	5%	-10%	-5%	-14%	-4%	3	-3%	-2%
Cc1ccccc1C(=O)N(Cc1sccc1C)C1CCS(=O)(=O)C1 (stereo not drawn)	43%	14%	2%	.	.	1%	-2	.	4%
CCC(=O)OC1CSc2nc3ccccc3n2C1 (stereo not drawn)	1%	-2%	-6%	i	-9%	0%	11	-3%	-1%
Cc1occc1C(=O)N/N=C/C=C/c1ccc(N(C)C)cc1	0%	20%	420%[activator]	-4%	-14%	5%	-1	17%	-1%
O=C(Nc1ccc2c(c1)OCO2)C1CC(=O)N(c2ccccc2)C1 (stereo not drawn)	36%	6%	8%	-9%	10%	-1%	-10	4%[12.4 µM]	-1%
CC(NC(=O)COc1ccc(/C=N/NS(=O)(=O)c2ccccc2)cc1)c1ccccc1 (stereo not drawn)	1%	-1%	-20%	-4%	7%	-2%	0	-4%	-1%
COc1ccc(CN(CC2CCC(C(=O)O)CC2)C(=S)Nc2cccc(C)c2)cc1 (stereo not drawn)	10%	143%[activator]	3%	0%	-13%	-1%	-2	-9%	-8%
CN(Cc1ccccc1)C(=O)c1cn(C)c2ccc(S(=O)(=O)N(C)C3CCCCC3)cc2c1=O	-1%	29%	4%	8%	-14%	2%	-4	.	-1%
COc1ccc(CCC(=O)NC2CC(=O)N(c3ccc(OC)cc3)C2)cc1 (stereo not drawn)	-3%	6%	4%	8%	-12%	-9%[60.1 µM]	9	.	2%
CCCCCCCCCCCCCCCCOC[C@H](COP(=O)([O-])OCC[N+](C)(C)C)OC(=O)CCCCCCCC(=O)O	.	.	-13%	.	.	?	.	?	3%
O=C(C(=S)N1CCOCC1)c1c[nH]c2ccccc12	-2%	101%[activator]	-10%	-7%	-20%	3%	3	?	-13%
CCCOP(=O)(c1ccc(N(C)C)cc1)C(O)c1ccccc1OC (stereo not drawn)	2%	16%	-11%	-4%	-6%	-2%	3	0%	1%
Cn1c(=O)c2c(nc(N3CCN(c4ccccn4)CC3)n2Cc2ccccc2Cl)n(C)c1=O	23%	?	-6%	-3%	-12%	-6%	1	-2%	0%
CCc1nc(N)nc(N)c1-c1ccc(Cl)c(N=[N+]=[N-])c1	.	-8%&6%	.	0%&5%	-8%&-11%	-14%&-13%	-4&1	.	.
Cc1cc(NC(=O)COc2ncnc3sc(C)c(C)c23)no1	5%	1%	-7%	i	-5%	-3%	2	2%	-1%
CCOc1cccc(-c2c(C(=O)N/N=C/c3cccnc3)nnn2-c2nonc2N)c1	3%	17%	?	4%	14%	-22%	14	-8%	-1%
Cc1cc(=O)n2nc(-c3ccccc3)sc2c1C#N	4%	?	-9%	0%	11%	-2%	5	4%	-1%
Cc1ccc(C)c(CSc2nc3ccncc3n2Cc2nc(-c3ccccc3Cl)oc2C)c1	14%	?	-2%	i	-13%	-9%	.	.	-3%
CN(C)S(=O)(=O)c1ccc(/C(O)=C2/C(=O)C(=O)N(Cc3cccnc3)C2c2ccco2)cc1 (stereo not drawn)	27%	8%	-18%	5%	-4%	-5%	-1	0%	-3%
C=CCn1c(SCc2cc(C(C)=O)ccc2OCC)nc2ccccc2c1=O	16%	13%	-15%	i	-15%	-5%	-7	24%	-6%
Cc1ccc(NC(=O)NNC(=O)CN2C(=O)COc3ccccc32)cc1	-18%	30%	-11%	3%	-19%	0%	-3	25%[12.4 µM]	-1%
CC(C(=O)N1CCCCC1)n1sc2ccccc2c1=O (stereo not drawn)	16%	-4%	-14%	-4%	?	-18%	-2	1%	3%

Quoted at random: 2 entries already listed
SMILES	Pol beta inh	Pol iota inh	Anesthetic bind	Tb PGK inh	Pol eta inh	POLK inh	RXFP1 antag	APEX1 inh	BLM helicase inh
Cn1c(=O)c2c(nc(N3CCN(c4ccccn4)CC3)n2Cc2ccccc2Cl)n(C)c1=O	23%	?	-6%	-3%	-12%	-6%	1	-2%	0%
Cc1ccc(C)c(CSc2nc3ccncc3n2Cc2nc(-c3ccccc3Cl)oc2C)c1	14%	?	-2%	i	-13%	-9%	.	.	-3%

Three neighbouring records already listed:
SMILES	Pol beta inh	Pol iota inh	Anesthetic bind	Tb PGK inh	Pol eta inh	POLK inh	RXFP1 antag	APEX1 inh	BLM helicase inh
CCc1nnc(NC(=O)CSc2nnc(-c3ccoc3C)n2CC(C)C)s1	-2%	4%	-22%	-6%	-13%	-13%	-4	2%	-11%
c1ccc(Sc2ccccn2)cc1	.	-12%	.	i	-3%	2%	-7	.	.
COC(=O)c1c(N)sc2c1CC(C)(C)OC2	15%	?	-15%	-7%	-16%	-8%	3	-6%	-9%

Further results
SMILES	Pol beta inh	Pol iota inh	Anesthetic bind	Tb PGK inh	Pol eta inh	POLK inh	RXFP1 antag	APEX1 inh	BLM helicase inh
COc1ccc(S(=O)(=O)NCCC(=O)OCc2cc(=O)oc3cc(C)ccc23)cc1[N+](=O)[O-]	.	?	.	i	7%	-9%	-16	-5%	.
CC1CC(NC(=O)c2ncn[nH]2)CC(C)(C)C1 (stereo not drawn)	16%	35%[activator]	?	0%	-11%	-2%	4	0%	-1%
O=C(NC1CCSc2ccccc21)c1cccc(Br)c1 (stereo not drawn)	3%	20%	-1%	i	-13%	12%	-7	-4%	-6%
CCn1cc(C(=O)NCCc2ccc(Cl)cc2)c(=O)c2cc(S(=O)(=O)N3CCc4ccccc4C3)ccc21	7%	30%[activator]	-13%	i	-19%	6%	.	.	-8%
C=C(C)C(O)Cc1c(OC)ccc(C(=O)/C=C/c2ccc(O)cc2)c1O (stereo not drawn)	.	19%	.	0%	-6%	-22%	.	-3%	.
COC(=O)N1C(=O)[C@](c2ccccc2)(C(C)C)N1C(=O)OC	54%	17%	-10%	-7%	-20%	16%	.	-8%	-1%
O=C(NCCc1ccc(F)cc1)Nc1ccc([N+](=O)[O-])cc1	4%	8%	-19%	2%	-25%	-6%	-12	16%	-7%
Cc1ccc(S(=O)(=O)Oc2ccccc2/C=N/N=C(N)N)cc1	-6%	8%	-23%	0%	-23%	-4%	-5	?	-8%
CCOC(=O)C(NCCc1ccccc1)(NC(C)=O)C(F)(F)F (stereo not drawn)	-11%	8%	9%	0%	1%	-3%	7	8%	7%
CC(C)(C)OC(=O)N1CCC(c2c(C(=O)N3CCN(Cc4ccccc4)CC3)cnn2-c2ccc(Cl)cc2)CC1	5%	24%	-12%	9%	-13%	-10%	-11	.	-4%
O=C(NCc1ccco1)/C(=C\c1cccc([N+](=O)[O-])c1)NC(=O)c1ccco1	5%	25%	6%	9%	-23%	-1%	-14	3%	-4%
O=C(Nc1nc2ccccc2n1CCN1CCCCC1)c1ccc(Cl)cc1	22%	.	-6%	.	.	.	.	2%	-1%
CCCOc1ccc(N2C(=O)CC(N3CCN(c4nc5ccccc5s4)CC3)C2=O)cc1 (stereo not drawn)	-1%	-8%	7%	-1%	-16%	-1%	-8	-12%	4%
CC(C)(C)c1ccc(OCC(O)CN2CCN(C(=O)c3ccccc3)CC2)cc1 (stereo not drawn)	10%	31%	-13%	-9%	-19%	-9%	-3	-10%	0%
C=CC(n1cncn1)C(O)(c1ccccc1)c1ccccc1 (stereo not drawn)	.	-5%	.	-8%	-3%	-3%	.	24%	.
O=C(O)CCCC(=O)OCCCCc1cccs1	4%	15%	-16%	-1%	-19%	-1%	0	-3%	-1%
O=c1cc(-c2ccc(F)cc2)nc(SCc2nc(-c3ccccc3Cl)no2)[nH]1	-1%	6%	29%	i	-9%	-2%[60.1 µM]	-24	.	-14%
CS(=O)(=O)N(Cc1ccco1)Cc1ccccc1Cl	2%	16%	?	-5%	-9%	-4%	2	-2%	-5%
Cc1ccc(SCCOCCN2CCOCC2)cc1	22%	?	-3%	-2%	-14%	-2%	-8	4%	-7%
Cn1c(CCNC(=O)c2ccco2)nc2cc([N+](=O)[O-])ccc21	5%	53%[activator]	-6%	-4%	-14%	5%	3	1%	-1%
Cc1ccc(NC(=S)NCc2ccccc2)cc1S(=O)(=O)N1CCCCC1	-21%	13%	-5%	i	-22%	-1%	-2	?	-4%
CCOC(=O)N1CCN(C(=O)CSc2nnc(CNC(=O)c3c(F)cccc3Cl)o2)CC1	26%	-7%	-7%	-3%	4%	1%	-8	-3%	0%
COC(=O)CSc1nnc(-c2ccncc2)n1N	16%	10%	-7%	0%	1%	-5%	13	11%	-2%
Cc1noc(C)c1COC(=O)CCCNC(=O)c1ccc(Cl)cc1	12%	21%	-3%	i	1%	-2%	-5	1%	-4%
Cc1ccc(OCC(=O)NC2CCS(=O)(=O)C2)c(C)c1 (stereo not drawn)	-6%	16%	-5%	i	-14%	5%	5	24%	2%
CCC1(CC)C(=O)NC(=O)NC1=Nc1cccc(OC)c1	-4%	-3%	-11%	-10%	-15%	-2%	-8	7%	-4%
COCCN(CCOc1cc(C)cc(C)c1)Cc1ccc(Cl)cc1	22%	5%	-8%	2%	-12%	-12%	-22	24%	-5%
CO/N=C(/CNC(=O)c1cccc(Cl)c1)c1ccc(Cl)cc1	0%	-3%	-17%	-2%	-13%	-14%	.	-4%	-10%
